TEAD-YAP block = TEAD-YAP interaction inhibition, primary screen, TEAD-YAP interaction inhibitor project, luminescence, HEK-TIYL cells; TEAD-Gal4/YAP UAS-luciferase luminescence; inhibition, % at 9.12 µM; 640,000 tested, 1.4% active; AID 1259422, 2018; in the data active = inhibition above about 32%;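 also: 0% = median of test compound wells and 100% = reference inhibitor wells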
FBW7 act = FBW7 E3 ligase activators, primary screen, biochemical, AlphaScreen, human; F-box/WD repeat-containing protein 7 (Homo sapiens), Q969H0; AlphaScreen FBW7–phospho-cyclin E peptide binding, activator screen; normalized activity (activation), % at 26.1 µM; 650,000 tested, 0.13% active; in the data active = normalized activity above about 1.9%;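 also: purified mutant Fbw7 with reduced substrate affinity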
MITF primary = MITF inhibitors, primary screen, biochemical, AlphaScreen, human | AlphaScreen MITF homodimerization, bead proximity signal | inhibition, % at 2.6 µM | 650,000 tested, 0.91% active | AID 1259374, 2018; in the data active = inhibition above about 50%;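 also: 0% = vehicle wells with protein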
Target sequence (O75030 whole entry, looked up): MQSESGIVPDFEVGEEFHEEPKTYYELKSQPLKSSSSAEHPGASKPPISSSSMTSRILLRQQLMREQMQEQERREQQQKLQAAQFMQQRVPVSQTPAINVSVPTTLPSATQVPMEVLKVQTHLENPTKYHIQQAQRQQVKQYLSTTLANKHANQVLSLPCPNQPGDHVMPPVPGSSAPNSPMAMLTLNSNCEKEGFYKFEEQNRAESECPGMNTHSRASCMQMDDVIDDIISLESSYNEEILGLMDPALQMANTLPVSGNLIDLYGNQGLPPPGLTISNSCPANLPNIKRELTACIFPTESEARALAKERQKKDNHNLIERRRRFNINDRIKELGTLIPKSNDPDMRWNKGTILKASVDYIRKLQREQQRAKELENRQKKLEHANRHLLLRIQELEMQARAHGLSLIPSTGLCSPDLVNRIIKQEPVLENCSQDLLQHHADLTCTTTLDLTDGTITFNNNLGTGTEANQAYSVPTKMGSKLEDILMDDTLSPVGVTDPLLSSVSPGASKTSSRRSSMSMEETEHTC
GPR151 activ = activators of human GPR151, primary screen, cell-based, PathHunter beta-arrestin, luminescence. G-protein coupled receptor 151 (Homo sapiens), Q8TDV0. PathHunter beta-arrestin GPR151 cells. activation, % at 11.2 µM. 650,000 tested, 1% active; in the data active = activation above about 4.9%;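 also: 0% = median of compound wells and 100% = cells with positive control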
Target sequence (Q8TDV0 whole entry, looked up): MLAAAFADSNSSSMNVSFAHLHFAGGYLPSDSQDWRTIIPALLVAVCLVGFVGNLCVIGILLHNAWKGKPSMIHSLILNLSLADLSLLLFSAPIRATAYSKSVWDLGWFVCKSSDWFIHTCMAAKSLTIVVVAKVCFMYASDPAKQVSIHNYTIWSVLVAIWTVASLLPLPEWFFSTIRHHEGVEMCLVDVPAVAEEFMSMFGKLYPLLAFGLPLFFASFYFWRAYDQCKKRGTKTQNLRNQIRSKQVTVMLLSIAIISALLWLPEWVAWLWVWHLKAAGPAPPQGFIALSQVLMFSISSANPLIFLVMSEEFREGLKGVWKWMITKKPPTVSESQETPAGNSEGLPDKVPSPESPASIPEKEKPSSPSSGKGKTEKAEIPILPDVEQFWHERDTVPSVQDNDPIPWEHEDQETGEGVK
* marks the source's active call; other numbers are inactive results; nt = not tested or not shown.

SMILES,TEAD-YAP block,FBW7 act,MITF primary,GPR151 activ
CCOC(=O)C1=C(C)N=c2s/c(=C\c3ccccc3O)c(=O)n2C1c1c(OC)ccc2ccccc12 (stereo not drawn),-6,-0.2,-3,0.3
CCn1c(O)c(C=Nc2ccc(C)c(Cl)c2)c(=O)[nH]c1=S,6,0.2,9,-0.6
COCCNC(=O)CCC(=O)N1CCOc2ccccc21,-6,0.0,-1,3.3
O=C(O)C1C(c2ccccc2)C(C(=O)OCc2ccco2)C1c1ccccc1 (stereo not drawn),-1,-0.2,11,0.7
Cc1ccc(/C=C/C(=O)N2CCCC(C)C2)cc1 (stereo not drawn),-17,0.2,9,-3.0
O=C1OC(c2cccs2)=N/C1=C\c1ccc(Br)cc1,3,0.1,15,1.1
C=CCOc1ccc(/C(O)=C2\C(=O)C(=O)N(CCN(C)C)C2c2cccc(Oc3ccccc3)c2)cc1C (stereo not drawn),4,-0.2,-3,-0.3
CS(=O)(=O)N1CCC(C(=O)NCCn2nnn(-c3ccccc3)c2=O)CC1,8,0.2,7,0.8
CSc1cccc(CNCc2c(C(=O)N3CCCN(C)CC3)nc3sccn23)c1,-13,0.0,-9,2.6
Cc1ncoc1C(=O)N1CCCC(CO)(Cc2cccc(Cl)c2)C1 (stereo not drawn),-52,0.0,5,0.1
CCOc1ccc(-n2c(C)c(C)n3c4c(=O)n(CC(=O)OC)c(=O)n(C)c4nc23)cc1,-1,-0.1,4,0.3
COc1ccccc1NC(=O)C1c2cc(OC)c(OC)cc2C(=O)N(C)C1c1cccnc1 (stereo not drawn),-2,0.1,4,-0.3
COc1ccc(/C=C2/C(=O)C3(C)CCC2C3(C)C)cc1 (stereo not drawn),-9,0.5,14,-1.2
COc1ccc(C2CC(=O)NC(SCC(=O)Nc3ccc(Br)cc3)=C2C#N)cc1OCc1ccccc1 (stereo not drawn),10,-0.1,11,1.8
CN(C)CCNc1ccn2ncc(-c3ccc4c(c3)OCO4)c2n1,-3,2.0*,-1,-1.1
O=C(CCNS(=O)(=O)c1ccc(Cl)cc1)NC1CC1,3,0.3,5,-1.2
CCOC(=O)c1nccn1CC(=O)N(C)c1ccccc1,8,0.0,6,1.7
CCCCOC(=O)c1ccc(NC(NC(=O)c2cccs2)C(=O)c2ccc(C)cc2)cc1 (stereo not drawn),-3,-0.1,3,-0.6
CCc1c(C)nc2cc(-c3cccs3)nn2c1NCCOC,-12,0.1,10,1.1
O=C(O)CCn1cnc2ccccc2c1=O,7,0.6,12,-1.3
COc1cc(-n2c(=O)c3ccccc3n(Cc3ccccc3C#N)c2=O)cc(OC)c1OC,-1,0.8,3,0.1
C=CCS(=O)(=O)c1cccc2cccnc12,4,0.1,-4,0.6
COc1cccc(C(=O)Nc2cccc(Nc3ccc(Br)cn3)c2)c1,-24,0.1,-1,-0.5
COc1ccc(OC)c(/C=c2\sc3n(c2=O)C(c2ccc(F)cc2)C(C(=O)Nc2ccccc2)=C(C)N=3)c1 (stereo not drawn),-8,0.0,-15,-0.3
Cc1ccccc1CC(=O)N1CCC(n2nccc2NC(=O)Nc2cccc(F)c2)CC1,-23,0.1,0,0.6
Cc1ccc2[nH]c(=O)c3cc(C(=O)O)sc3c2c1,-7,0.1,-4,2.2
COc1ccc(OC)c(-n2nnnc2SCc2cccnc2)c1,12,0.0,-6,-1.0
O=C(Nc1ccc(N2CCOCC2)cc1)c1cccc(Nc2ccc(N3CCOCC3)cc2)n1,4,-0.4,19,-0.7
COc1ccc(S(=O)(=O)Nc2cc(-n3c(C)nc4ccccc4c3=O)ccc2F)cc1,4,-0.3,-14,0.5
O=C(c1ccc([N+](=O)[O-])cc1)N1CCN(Cc2ccccn2)CC1,3,0.0,64*,-0.2
COc1ccccc1N(CC(O)CN1CCCCC1)S(=O)(=O)c1ccc(C)cc1 (stereo not drawn),-8,0.0,0,1.5
c1ccc(C2(c3ccccc3)OC(C3CCCCC3)Nc3ccccc32)cc1 (stereo not drawn),6,0.5,18,-1.0

Results in MITF primary (3 entries from above):
Molecule | MITF primary
Cc1ccc2[nH]c(=O)c3cc(C(=O)O)sc3c2c1 | -4
COc1ccc(OC)c(-n2nnnc2SCc2cccnc2)c1 | -6
COc1ccccc1N(CC(O)CN1CCCCC1)S(=O)(=O)c1ccc(C)cc1 (stereo not drawn) | 0

The listing continues:
SMILES,TEAD-YAP block,FBW7 act,MITF primary,GPR151 activ
c1ccc(COc2cccc3ccccc23)cc1,8,0.0,-3,1.1
O=C1C2C(C(=O)N1/N=C/c1ccc(-c3ccc([N+](=O)[O-])cc3)o1)C1C=CC2C12CC2 (stereo not drawn),-3,0.0,6,-1.0
CCCCC/C=C\C/C=C\C/C=C\CCCCCCC(=O)OC,nt,nt,1,0.6
CCOC(=O)C1=C(C)NC2=C(C(=O)CC(c3cccs3)C2)C1c1ccc(F)cc1 (stereo not drawn),70*,0.4,-3,1.9
CCCN(CC(=O)Nc1ccc(C(N)=O)cc1)CC(=O)Nc1ccc(F)c(F)c1F,-5,0.1,6,0.6
CCN1CCN(c2nc3cc(OC)ccc3cc2CNC(C)COC)CC1 (stereo not drawn),-4,-0.3,-1,1.7
Cc1ccc(/C=C2/SC(=O)NC2=O)c(C)c1,-23,-0.2,-3,-0.2
CCN(Cc1ccccc1)C(=O)c1cc2c(=O)n3cccc(C)c3nc2n1C,-6,3.9*,-26,-0.2
O=C1N=C(N2CCOCC2)S/C1=C/c1cccs1,-18,-0.4,-2,-0.2
Oc1ccc(O)c(Cc2nc3ccccc3s2)c1,53*,-0.1,2,4.3
CCCN(CC1CC1)C(=O)COC(=O)c1nc(Cl)c(Cl)c(N)c1Cl,-4,0.0,-1,-0.9
CCOc1ccc(C(=O)NCc2ccncc2)cc1OCC,4,-0.2,2,-1.4
CS(=O)(=O)N(CC(=O)NCCC1=CCCCC1)C1CCCCC1,5,-0.1,-10,-1.0
O=C1/C(=C\c2ccccc2)CCc2sccc21,-27,-0.1,10,-3.0
Cc1cc(C(=O)OCC(=O)c2ccc(Br)s2)no1,17,0.1,2,0.6
CC(=O)c1sc(N2C(=O)c3oc4ccccc4c(=O)c3C2c2ccccc2F)nc1C (stereo not drawn),-5,-0.2,6,3.6
Cc1ccc(NC(=O)CCCn2cccc2)cc1F,-63,-0.3,9,0.0
O=C(C1CCN(S(=O)(=O)c2cccs2)CC1)N(c1ccccn1)C1CCCCC1,-5,0.1,-6,-1.2
CCCc1ccc(C#N)c(SCc2nnc(-c3ccc(Cl)cc3)o2)n1,19,-0.1,-1,1.6
O=C(O)c1ccc2nc(-c3ccccc3)c(-c3ccccc3)nc2c1,18,-0.2,1,0.0
CCOc1ccc(N(C(=O)COc2ccccc2)C2C=CS(=O)(=O)C2)cc1 (stereo not drawn),1,0.1,-3,-1.3
CC(C)c1nc2ccccc2c2nn(CC(=O)N3C(C)CCCC3C)c(=O)n12 (stereo not drawn),18,0.8,5,-1.2
COC(=O)C1=C(C)NC2=C(C(=O)CC(c3ccccc3)C2)C1c1ccc(F)cc1 (stereo not drawn),16,0.2,1,0.1
Cc1cc(C(=O)COC(=O)c2ccc(Cl)nc2)c(C)n1CC(F)(F)F,-23,0.1,-5,-0.7
Cc1ccc(OCC(=O)NC(C)C)c(C)c1,2,0.0,-19,-0.6
Cc1nc2cc(C(=O)O)ccc2n1-c1cccc(F)c1,-1,-0.1,-4,1.9
O=[N+]([O-])c1ccc(-c2nc(SCc3ccc(F)cc3)n[nH]2)cc1,-13,0.2,2,-0.1
CCOC(=O)N1CCc2c(sc(NCc3ccccn3)c2C(=O)Nc2ccccc2OCC)C1,7,-0.4,2,-1.0
O=C(NCc1ccccc1)/C(=C\c1ccccc1Cl)NC(=O)c1ccc([N+](=O)[O-])cc1,-4,0.1,-7,-1.2
CCN1CCSc2ccc(C(=O)NC(C)C)cc21,0,-0.1,-8,0.8
O=C(c1c(F)cccc1F)N1CCCc2ccccc21,8,1.4,11,-1.2
CCOc1ccc(CCN2C(=O)CCC2(C)C(=O)NCc2cccnc2)cc1OCC (stereo not drawn),-6,0.1,9,-0.1
CCCNc1nc2c(c(=O)n(C)c(=O)n2C)n1Cc1cccc(C)c1,26,0.3,15,0.4
O=C(NCCCN1CCOCC1)c1ccc2c(c1)NC(=O)C(N1CCOCC1)S2 (stereo not drawn),-3,0.0,-2,2.7
COc1ccc(CCNC(=O)CCN2C(=O)C3CC=CCC3C2=O)cc1OC (stereo not drawn),0,-0.1,-11,0.5
O=C(NCCC1=CCCCC1)c1ccc2c(c1)NC(=O)c1ccccc1S2,1,-0.1,10,1.8
CC(CC(=O)Nc1ccncc1)c1ccccc1 (stereo not drawn),14,0.3,-2,2.3
COc1ccc(C2(C)NC(=O)N(CC(=O)NCCc3ccccc3)C2=O)cc1 (stereo not drawn),14,-0.1,-3,0.0
O=C(Nc1ccccc1)c1csc(-c2cccs2)n1,-35,0.0,1,0.0
COc1ccc(Cl)cc1N(CC(=O)Nc1ccc(F)cc1F)S(C)(=O)=O,5,-0.1,-4,0.9

One compound at a time (already shown):
Profile of `CC(CC(=O)Nc1ccncc1)c1ccccc1` (stereo not drawn) = TEAD-YAP block: 14; FBW7 act: 0.3; MITF primary: -2; GPR151 activ: 2.3
Profile of `COc1ccc(C2(C)NC(=O)N(CC(=O)NCCc3ccccc3)C2=O)cc1` (stereo not drawn) = TEAD-YAP block: 14; FBW7 act: -0.1; MITF primary: -3; GPR151 activ: 0.0
Profile of `O=C(Nc1ccccc1)c1csc(-c2cccs2)n1` = TEAD-YAP block: -35; FBW7 act: 0.0; MITF primary: 1; GPR151 activ: 0.0

(continued)
SMILES,TEAD-YAP block,FBW7 act,MITF primary,GPR151 activ
CCOC(=O)C1CCCN(Cc2ccc(C)cc2C)C1 (stereo not drawn),2,0.1,44,-0.1
COc1ccc(N2CCN(S(=O)(=O)c3ccc(F)c(C(=O)Nc4cccc(C)c4C)c3)CC2)cc1,11,-0.1,-4,-0.1
CCN(CC)S(=O)(=O)c1ccc(NS(=O)(=O)c2ccc([N+](=O)[O-])cc2)cc1,5,0.0,-17,2.7
Cc1nc(N2CCC(C(=O)N(C)CC3COCCO3)CC2)nc2ccccc12 (stereo not drawn),-3,-0.1,-11,0.5
COc1ccccc1NC(=O)CCC(=O)OCC(=O)c1ccccc1,10,0.1,7,-0.9
CCOC(=O)N1CCN(Cc2cc(=O)oc3cc(C)ccc23)CC1,1,0.0,-13,0.7
O=c1c2cc(N3CCOCC3)ccc2[nH]c(=S)n1CCCN1CCCCCC1,-6,-0.4,-11,0.2
Cc1ccccc1CN1C(=O)CSc2ccc(C(=O)N3CCOCC3)cc21,-6,0.1,0,1.0
COc1ccc(/C=C/C(=O)NC(=S)Nc2cc([N+](=O)[O-])ccc2O)cc1OC,7,0.4,-5,0.7
COc1cccc(CC2(CO)CCCN(Cc3ccc(CO)o3)C2)c1 (stereo not drawn),9,0.3,13,-0.6
Fc1cc(-c2ccnc(Nc3ccc(-n4cnc(-c5ccc(C(F)(F)F)nc5)n4)cc3)n2)cc(N2CCOCC2)c1,-9,0.0,-8,-0.8
O=C(Nc1ccc(NC(=O)c2ccc([N+](=O)[O-])o2)cc1Br)c1ccccc1,11,0.1,0,0.2
CCOc1ccccc1C(=O)Nc1c(C)n(C)n(-c2ccccc2)c1=O,4,-0.3,9,-1.0
Clc1cc2c(cc1C=Nc1ccc(N3CCOCC3)cc1)OCO2,10,-0.4,4,0.8
CCC(C(=O)OC)n1cnc2c(nnn2-c2ccccc2)c1=O (stereo not drawn),-1,-0.1,24,1.7
COc1ccccc1OCC(=O)NCC1(c2cccs2)CC1,-4,-0.1,-13,1.6
O=C(Nc1ccc2oc(-c3cc(Br)ccc3Cl)nc2c1)c1cccc(Cl)c1,-4,-0.2,-5,1.8
Cc1cc(NCc2cccc(C(F)(F)F)c2)nc(Nc2ccncn2)n1,-19,0.1,1,-0.7
COc1ccc(NS(=O)(=O)c2ccc(OC)c(Cl)c2)cc1Cl,3,-0.3,-17,0.3
COc1ccccc1NC(=O)C1=C(C)Nc2nc(-c3ccncc3)nn2C1c1ccccc1 (stereo not drawn),-1,0.0,3,-1.1
O=c1[nH]c(-c2ccc(F)cc2)nc2sc3c(c12)CCCC3,-37,-0.2,2,-0.5
Cc1ccc(C(=O)Cn2nnc(-c3ccncc3)n2)cc1,5,-0.1,5,0.3
COc1ccc(O)c(/C=N/NC(=O)c2ccncc2)c1,24,-0.7,20,0.8
CCc1ccc2oc(-c3ccc(NC(=O)COc4ccc(Cl)cc4C)cc3)nc2c1,-10,-0.2,-8,1.6
COc1cccc(NC(=O)CSc2nc3ccccc3c(=O)n2CCCC(=O)N2CCN(c3ccccc3)CC2)c1,4,-0.1,-8,0.8
CCc1ccc(-c2n[nH]c(=O)c3ccccc23)cc1,-1,0.0,15,-0.7
